AmpC inh detg – inhibitors of E. coli AmpC beta-lactamase with detergent. P00811. AmpC hydrolysis of nitrocefin, absorbance 480 nm, 0.01% Triton. Potency, µM (top dose mostly 114 µM), for the others: top-dose activity change, negative = inhibition, usual class: inhibitors. 370,000 tested, 0.041% active. AID 485294;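 further: potency means the concentration at half of the fitted maximal effect; 0% = no-compound wells and -100% = no-enzyme wells; nearly all actives have a fitted effect of over 25% in size; some results filed as inactive show a strong effect at the top dose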
Target sequence (P00811 whole entry, looked up): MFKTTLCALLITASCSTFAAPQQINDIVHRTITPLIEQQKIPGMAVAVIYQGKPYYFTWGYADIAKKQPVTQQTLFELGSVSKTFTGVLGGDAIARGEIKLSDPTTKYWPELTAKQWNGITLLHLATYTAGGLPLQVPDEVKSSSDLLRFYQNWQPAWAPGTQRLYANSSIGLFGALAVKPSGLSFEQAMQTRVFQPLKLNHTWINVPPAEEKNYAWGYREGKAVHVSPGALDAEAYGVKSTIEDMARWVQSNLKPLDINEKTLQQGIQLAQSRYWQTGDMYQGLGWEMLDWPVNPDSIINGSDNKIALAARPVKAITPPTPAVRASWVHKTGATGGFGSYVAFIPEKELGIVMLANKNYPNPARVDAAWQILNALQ
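AmpC (5.3 nM in the dispensed reagent) in 20 mM phosphate pH 7.0 with 0.01% (detergent screen) or 0.0001% Triton X-100 was preincubated with compounds for 15 min at room temperature. Nitrocefin was then added from an 800 uM solution, and hydrolysis was followed at 480 nm.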
AmpC no deterg – blocks E. coli AmpC beta-lactamase in detergent-free assay; AID 485341; AmpC nitrocefin hydrolysis, absorbance 480 nm, 0.0001% Triton; 330,000 tested, 0.52% active; P00811; Potency, µM (doses to about 57.1 µM), without a hit: at the top dose activity change, negative = inhibition, hits mostly inhibitors;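 further: potency means the concentration at half of the fitted maximal effect; plate controls were no compound for no effect and no enzyme for full effect; nearly all actives have a fitted effect of over 20% in size; some results filed as inactive show a strong effect at the top dose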
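20 mM phosphate pH 7.0 + 0.01% (detergent screen) or 0.0001% Triton X-100; 5.3 nM AmpC reagent; cpd preinc 15 min RT; nitrocefin (800 uM stock) to start; A480 q20 s × 4 min; Activity was normalised to no-enzyme and no-compound control wells.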
Sm TGR inh – S. mansoni TGR enzyme inhibition | 360,000 tested, 3% active | Q962Y6 | Potency, µM (top dose mostly 114 µM), for the others: top-dose activity change, negative = inhibition, usual class: inhibitors | purified TGR, DTNB reduction, TNB absorbance 405 nm | AID 485364; further: potency means the concentration at half of the fitted maximal effect; nearly all actives have a fitted effect of over 60% in size
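Kinetic colorimetric format: TGR-catalysed, NADPH-driven DTNB reduction monitored via TNB absorbance. Enzyme dispensed at 20 nM; compound exposure 15 min at room temperature before reaction start.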
HCMV inh – human cytomegalovirus inhibition; HFF cells, HCMV-luciferase reporter, 72 h; hits give low values; activity change, negative = inhibition, % at 57.5 µM; 410,000 tested, 4.5% active; AID 1259415; in the data active means activity change below about -60%; inconclusive means no clear call, values can overlap the other calls; inactive means above about -39%
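After 16 h attachment at 37C, HFF cells received test compound and HCMV-luciferase (1 PFU/cell); reporter luminescence read 72 h later, data normalized against buffer-only and known inhibitor Salinomycin.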
AMA1 RON2 block – disrupts binding of P. falciparum AMA1 to RON2. 360,000 tested, 0.2% active. AlphaScreen AMA1-biotinylated RON2 peptide binding. Potency, µM (titrated, usually from 58.2 µM), for the others: at the top dose activity change, negative = inhibition, hits mostly inhibitors;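 further: potency means the concentration at half of the fitted maximal effect; 0% = vehicle wells and -100% = peptide control; nearly all actives have a fitted effect of over 45% in size; some results filed as inactive show a strong effect at the top dose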
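AMA1 (3D7) with his tag at 25 nM final met compounds first, then biotinylated RON2 peptide at 25 nM; detection used donor plus acceptor beads, 10 µg/mL apiece, read by AlphaScreen after 30 min at room temperature.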
Giardia FBPA inh – inhibitors of Giardia lamblia fructose-1,6-bisphosphate aldolase | Potency, µM (series often up to 59.6 µM), without a hit: at the top dose activity, negative = inhibition, usual class: inhibitors | A8B2U2 | purified Giardia FBPA | AID 2451 | 290,000 tested, 0.71% active; further: potency means the concentration at half of the fitted maximal effect; nearly all actives have a fitted effect of over 55% in size
Target sequence (A8B2U2 whole entry, looked up): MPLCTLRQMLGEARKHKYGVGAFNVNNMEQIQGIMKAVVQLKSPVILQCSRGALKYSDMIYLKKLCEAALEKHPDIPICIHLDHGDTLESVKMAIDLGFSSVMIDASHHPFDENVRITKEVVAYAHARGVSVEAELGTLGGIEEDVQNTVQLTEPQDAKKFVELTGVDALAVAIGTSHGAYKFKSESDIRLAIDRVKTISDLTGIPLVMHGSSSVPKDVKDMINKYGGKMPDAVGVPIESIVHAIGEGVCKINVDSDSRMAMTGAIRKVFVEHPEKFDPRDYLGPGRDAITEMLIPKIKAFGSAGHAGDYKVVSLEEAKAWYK
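Giardia FBPA (40 nM reagent) was preincubated 10 min at RT with compound (up to 57.5 uM final), then substrate plus GAPDH/TPI/NAD/arsenate coupling system with diaphorase/resazurin was added; resorufin fluorescence (525/598 nm) was read after 20 min.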
Numbers without * were called inactive; ? = inconclusive; nt = no result given; & = joins results of further samples; [ ] = another dose, or the depositor's remark. Unless noted, the call rests on the fitted dose curve; in most records, active means well fitted curve in the direction sought with a large enough effect; inconclusive means small, poorly fitted or top-dose-only effect, or another doubt; inactive means no such curve, though single readings can be large; an effect the other way counts as inactive or inconclusive. Unless noted, on the % scale 0 is the no-effect control and ±100 the full control effect.

Values in the order: AmpC no deterg	HCMV inh	AmpC inh detg	Giardia FBPA inh	Sm TGR inh	AMA1 RON2 block
CCC(C)Oc1ccccc1C1CC(=O)NC2=C1C(=O)CCC2 (stereo not drawn)
 : -12%	47	-2%	-1%	9%	1%
Cc1ccc(P(=O)(OCCN2CCOCC2)C(C)(C)C)o1 (stereo not drawn)
 : -1%	52	?	3%	0%	17%
CCCCc1ccc(Nc2ncnc3nc[nH]c23)cc1
 : -15%	25	?	0%	-15%	88%[activator]
Cc1csc(NC(=O)CSc2ncnc3ccccc23)n1
 : -5%	?	0%	-3%	3%	-13%
CC(=O)c1ccc(N2CCN(C(=O)c3cccc(Oc4ccccc4)c3)CC2)cc1
 : -7%[11.4 µM]	-1	?	4%	0%	-28%
OCc1cc(Br)ccc1OCc1nc2ccccc2s1
 : -36%	nt	-2%	8%	4%	-9%
Cc1ccc(C)c(OCCNc2ccc([N+](=O)[O-])cn2)c1
 : ?	-4	-6%	-3%	6%	-11%
C=CCOn1c(=O)c(C)[n+]([O-])c2ccccc21
 : -30%	14	?	-4%	-13%	2%
CCN(CC)c1ccc(/C=N/N(c2ccccc2)c2ccccc2)c(O)c1
 : -24%	-20	-8%	-9%	0%	-27%
Cc1[nH]n(-c2ccccc2)c(=O)c1-c1ccccc1
 : -25%	-38	-14%	-5%	0%	-5%
O=c1ccn(CCc2c[nH]c3ccccc23)c2c1CCCC2
 : 42%	-1	1%	-26%	0%	3%
O=C1C(C=NCc2ccccn2)=C(O)c2ccccc21
 : -8%	-38	2%	-23%	3%	88%[activator]
O=C(NCCOc1ccccc1)c1ccc2c(c1)OCO2
 : -17%	-23	?	-1%	-8%	0%
CCCOC(=O)c1cccc(Nc2nc(C(=O)OCC)nc3ccccc23)c1
 : nt	-10	2%	nt	0%	nt
Cn1nnnc1SCC(=O)Nc1ccccc1N1CCOCC1
 : -10%	-25	-11%	3%	0%	4%
Cc1cc(C)cc(NC(=O)Cn2nnc(C(=O)NCc3ccc(F)cc3)c2N)c1
 : -30%	1	1%	17%	1%	0%
Nc1cc2c(cc1[N+](=O)[O-])OCO2
 : -26%	21	1%	?	3%	9%
COc1ccc(OCC(=O)Nc2ccc(N3CCOCC3)cc2)c([N+](=O)[O-])c1
 : 0%	?	1%	-2%	-22%	-17%
COc1cc(C(=O)Nc2cccc(C)c2C)ccc1OCC(=O)N1CCOCC1
 : -14%	-16	?	nt	-1%	-5%
O=C(NCc1ccco1)c1cc2ccccc2c(=O)o1
 : -10%	-36	1%	0%	?	-11%
O=C(NC(=S)Nc1ccc2oc(=O)ccc2c1)c1ccc(-c2cccc(Cl)c2Cl)o1
 : -23%	nt	-15%	2%	-33%	nt
CCCCN(CCCC)CCNC(=O)c1cn(CC)c2ccc(S(=O)(=O)N3CCc4ccccc4C3)cc2c1=O
 : 22%	0&-14	-4%&2%	6%	-8%&1%	-2%
CCN(CC(=O)NC1CCS(=O)(=O)C1)C(=O)C(c1ccccc1)c1ccccc1 (stereo not drawn)
 : 0%	54	-12%	3%	3%	0%
Cc1ccc(S(=O)(=O)N(C)c2ccccc2C(=O)N2CCOCC2)cc1
 : -1%	36	?	nt	-28%	-11%
COc1cc(OC)cc(C(=O)N[C@H](C(=O)NC23CC4CC(CC(C4)C2)C3)C(C)C)c1
 : -21%	3	-3%	1%	-3%	2%
Cc1ccc(C(=O)Nc2ccc(NC(=O)c3ccc(C)o3)cc2)o1
 : -14%	?	5%	10%	12%	11%
CCOC(=O)c1nc(-c2ccccc2)sc1C(C)=O
 : -11%	20	3%	3%	0%	22%
c1ccc(OCc2nc(-c3ccncc3)no2)cc1
 : -10%	-11	2%	7%	10%	22%
COc1ccc(OC)c(NC(=O)c2cnc(N3CCCCC3)c3ccccc23)c1
 : nt	10	2%	nt	9%	nt
CC(=O)NCCC1CCN(C(=O)c2cc(COc3ccc(C)nc3)on2)CC1
 : -1%	-35	0%	-6%	-5%	-7%

Compound profiles (already shown). Values in the order: AmpC no deterg, HCMV inh, AmpC inh detg, Giardia FBPA inh, Sm TGR inh, AMA1 RON2 block
Entry for CC(=O)NCCC1CCN(C(=O)c2cc(COc3ccc(C)nc3)on2)CC1 → -1%, -35, 0%, -6%, -5%, -7%
Entry for Cc1ccc(S(=O)(=O)N(C)c2ccccc2C(=O)N2CCOCC2)cc1 → -1%, 36, ?, nt, -28%, -11%

Continuation:
Values in the order: AmpC no deterg	HCMV inh	AmpC inh detg	Giardia FBPA inh	Sm TGR inh	AMA1 RON2 block
Cc1cccc(N2CCN(S(=O)(=O)c3ccc(-c4cc(C)no4)s3)CC2C)c1 (stereo not drawn)
 : -11%	15	-7%	-5%	0%	-12%
Cn1ccnc1SCC(=O)NC1CC1
 : -11%	-3	-15%	-3%	-15%	9%
O=C(Nc1ccc(Oc2ccc(S(=O)(=O)N3CCOCC3)cn2)cc1)c1ccco1
 : -24%	-4	-13%	2%	0%	-6%
Oc1ccc(-n2cnnn2)cc1
 : -10%	-20	2%	-5%	3%	2%
OCCn1c(CSc2nnc(-c3ccco3)n2-c2ccccc2)nc2ccc(Cl)cc21
 : 207%[activator]	1	?	-30%	?	-3%
CC1CCc2nc(NC(=O)c3ccc(S(=O)(=O)N4CCCc5ccccc54)cc3)sc2C1 (stereo not drawn)
 : -45%	-87*	-5%	3%	0%	0%
CCOC(=O)c1cc2c(ccn2C)n1Cc1cc(C)ccc1C
 : 26%	25	0%	-22%	-2%	?
O=C(c1cccn1-c1nnc(N2CCCCC2)s1)N1CCN(c2ccc(Cl)cc2)CC1
 : nt	?	7%	nt	11%	nt
CC(C)n1ncc(C(N)=O)c1N
 : -10%	13	2%	-1%	0%	23%
CCOCCc1nn2c(=O)cc(COC(=O)c3ccccc3NC(=O)CC(C)C)nc2s1
 : nt	15	5%	nt	3%	nt
CC(C)(C)c1ccc(CSc2nc(N)cc(=O)[nH]2)cc1
 : -16%	nt	-6%	0%	-7%	-11%
N#Cc1c(N)nc2c(c1-c1cccs1)CCCC2
 : -18%	?	?	4%	-6%	-6%
N/C(=N\S(=O)(=O)c1cccs1)c1ccccc1Cl
 : -7%	22	-1%	nt	0%	4%
N#CC1(NC(=O)Cn2cc(C(F)(F)F)cc(Cl)c2=O)CCCCC1
 : 33%	36	-3%	nt	1%	7%
CCCn1c(=O)c2ccccc2n2c(SCC(=O)c3cc(C)n(CCOC)c3C)nnc12
 : -7%	61	-13%	3%	5%	-1%
COc1ccc(C)cc1NC(=O)CCCN1C(=O)C2CC=CCC2C1=O (stereo not drawn)
 : 29%	9	1%	-2%	3%	-6%
CCOC(=O)N1CCN(C(=O)CCCCn2c(=S)[nH]c3ccsc3c2=O)CC1
 : -23%	65	3%	?	14%	62%
Cc1ccccc1-c1noc(C2CCCCC2)n1
 : -2%	-32	-7%	0%	35%	0%
COc1ccc(NS(=O)(=O)c2ccc(NS(=O)(=O)c3cccc(C(=O)O)c3)cc2)cc1
 : -33%	-3	2%	nt	1%	-7%
COc1ccc(N2CCN(C(=O)c3ccc(Nc4nc5ccccc5n5nnnc45)cc3)CC2)cc1
 : nt	-3	-8%	nt	0%	nt
CC1=NNC(=O)C1CC(=O)N/N=C/c1ccncc1 (stereo not drawn)
 : -3%	43	-2%	-8%	9%	13%
Cc1c(Cl)cccc1NC(=S)NCc1ccc(F)cc1
 : -40%	-20	-12%	-2%	-18%	50%[activator]
COc1cccc2[nH]c(C(=O)NN)c(N)c12
 : -19%	11	3%	-27%	-13%	64%[activator]
C(=N\c1c(-c2ccccc2)nc2n1CCS2)/c1ccccc1
 : -27%	-16	0%	-10%	-23%	-3%
CCc1cccc(C)c1NC(=O)C(NS(=O)(=O)c1ccc2c(c1)CCC(=O)N2)c1ccccc1 (stereo not drawn)
 : nt	-9	-8%	nt	4%	nt
CCN(CC)c1ccc(/C=N/N2CCN(Cc3ccc(Cl)cc3)CC2)c(O)c1
 : -7%	?	-3%	-2%	9%	9%
CC(NC(=O)CN1CCc2ccccc21)c1ccccc1 (stereo not drawn)
 : -29%	-4	-3%	0%	-7%	-16%
O=C(N/N=C/C1CC2CCC1C2)c1ccc2c(c1)OCO2 (stereo not drawn)
 : -24%	3	?	-3%	3%	7%
O=S(=O)(Nc1ccncc1Cl)c1cccc(Cl)c1Cl
 : -2%	-38	2%	25%	0%	-11%
CCC(=O)N1CCCc2cc(S(=O)(=O)N3CCC(C(=O)Nc4ccccc4CC)CC3)ccc21
 : nt	-24	1%	nt	-11%	nt
O=C(Nc1ccc(Cl)c(C(F)(F)F)c1)c1ccncc1
 : -7%	-5	-6%	-1%	-9%	8%
COc1cc(/C=N/NC(=O)CCc2c(C)n[nH]c2C)cc(OC)c1OC
 : -18%	15	-5%	7%	-20%	6%
O=C1C=C(c2ccc(OC(F)(F)F)cc2)C[C@@H](c2ccc(Cl)cc2)C1
 : -30%	51	-1%	nt	-10%	19%
COc1ccc(S(=O)(=O)c2c(Nc3ccc(C)cc3C)sc(C(=O)c3ccc(F)cc3)c2N)cc1
 : nt	4	2%	nt	3%	nt
O=C(CNC(=O)c1ccccc1)OC(C(=O)c1ccccc1)c1ccccc1 (stereo not drawn)
 : -37%	-15	2%	1%	-3%	6%
Cc1cc(NC(=O)CSc2nc(-c3ccccc3)c(C#N)c(=O)[nH]2)no1
 : -17%	3	0%	14%	5%	-3%
C/C=C/Cn1c(SCc2ccc(C)cc2)nc2c1c(=O)[nH]c(=O)n2C
 : -17%	179	-18%	1%	?	0%
COc1ccc2c(c1)C1NC(=S)NC(C)(O2)C1C(=O)Nc1ccc(Cl)cc1 (stereo not drawn)
 : -19%	-7	-8%	4%	-2%	28%
Oc1ccccc1/C=N/n1c(-c2cccs2)n[nH]c1=S
 : -46%	nt	4%	1%	1%	101%[activator]
Cc1nnc(NC(=O)CSc2nnnn2Cc2ccccc2)s1
 : -24%	29	-6%	3%	-4%	0%
COc1ccc(N2C(=O)CN=C2Nc2cccc(C)c2C)cc1OC
 : -10%	4	-19%	-14%	2%	18%
CCOc1ccc(CCNC(=O)C2CCCN(S(C)(=O)=O)C2)cc1OCC (stereo not drawn)
 : 2%	0	?	-4%	59%[activator]	-1%
O=C(NCCc1csc2nc(-c3cccc(F)c3)nn12)c1ccc(Br)o1
 : nt	-10	9%	nt	-9%	nt

Screening results (PubChem BioAssay)
